Bioassay records deposited in PubChem by several laboratories.
OX1R FRET antag: antagonists of human orexin 1 receptor (OX1R). 330,000 tested, 1.8% active. inhibition, % at 6.6 µM. OX1R-expressing cells, FRET antagonist read-out. AID 485270, 2010. Orexin/Hypocretin receptor type 1 (Homo sapiens), O43613; in the data active means inhibition mostly above about 38%, no sharp cut-off; inactive means mostly below about 40%;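 further: 0% = agonist challenge alone and 100% = reference antagonist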
Target sequence (O43613 whole entry, looked up): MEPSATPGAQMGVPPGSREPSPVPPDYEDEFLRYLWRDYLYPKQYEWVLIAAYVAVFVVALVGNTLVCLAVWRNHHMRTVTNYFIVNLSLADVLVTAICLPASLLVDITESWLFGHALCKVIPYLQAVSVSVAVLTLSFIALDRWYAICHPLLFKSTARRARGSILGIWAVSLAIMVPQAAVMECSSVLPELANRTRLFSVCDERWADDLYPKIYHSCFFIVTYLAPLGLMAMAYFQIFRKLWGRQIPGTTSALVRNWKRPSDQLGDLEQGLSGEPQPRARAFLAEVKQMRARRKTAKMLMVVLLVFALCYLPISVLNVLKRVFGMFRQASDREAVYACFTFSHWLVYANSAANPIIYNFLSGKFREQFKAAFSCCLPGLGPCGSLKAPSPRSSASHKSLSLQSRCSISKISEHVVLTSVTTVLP
STK33 inh: inhibitors of purified STK33 kinase, primary screen, biochemical, ADP-Glo luminescence, homogeneous, cell-free; Serine/threonine-protein kinase 33 (Homo sapiens), Q9BYT3; MBP phosphorylation; inhibition, % at 10 µM; 320,000 tested, 0.073% active; AID 2661, 2010;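 active means inhibition at or above 25%, using the most active replicate where run in duplicate; inactive means inhibition below 25%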
Target sequence (Q9BYT3 whole entry, looked up): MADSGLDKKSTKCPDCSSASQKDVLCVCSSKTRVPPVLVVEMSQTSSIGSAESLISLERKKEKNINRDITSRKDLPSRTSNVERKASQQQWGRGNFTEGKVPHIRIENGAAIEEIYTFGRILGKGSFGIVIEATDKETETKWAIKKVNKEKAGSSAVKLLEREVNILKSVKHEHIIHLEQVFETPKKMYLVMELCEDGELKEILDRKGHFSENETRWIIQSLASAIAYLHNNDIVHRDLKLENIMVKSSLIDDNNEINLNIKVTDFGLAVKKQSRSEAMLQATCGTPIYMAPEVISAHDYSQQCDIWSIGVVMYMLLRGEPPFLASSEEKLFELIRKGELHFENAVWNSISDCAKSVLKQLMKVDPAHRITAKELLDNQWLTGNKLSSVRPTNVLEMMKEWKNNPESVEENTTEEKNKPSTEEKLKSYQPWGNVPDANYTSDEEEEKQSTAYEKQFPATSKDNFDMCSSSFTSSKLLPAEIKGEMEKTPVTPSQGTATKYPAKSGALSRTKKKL
* hit, by the source's call; / = no result given.

no.	SMILES	OX1R FRET antag	STK33 inh
1	COc1ccc(N2CCN(C(=O)C3CCN(S(=O)(=O)c4ccc(F)cc4)CC3)CC2)cc1	12	1.8
2	Cc1cccc(NC(=O)CSc2nc3c(oc4ccccc43)c(=O)n2-c2ccccc2)c1	17	-1.4
3	CCOC(=O)C1=C(C)NC(C)=C(C(=O)OCC)C1c1cccc(C)n1	13	-0.7
4	O=C(Nc1ccc(Cl)cc1)N1CCCN(Cc2ccc(F)cc2)C1	4	0.2
5	CC(C)CCN(C(=O)C1=COCCO1)c1c(N)n(Cc2ccccc2)c(=O)[nH]c1=O	6	1.7
6	COC(=O)c1ccc(-n2c(C)cc(C(=O)CCl)c2C)cc1	15	-0.2
7	Cc1cccc(/C=N/NC(=O)NC2CCCCC2)c1	20	-1.9
8	CCC(C)NCC(=O)Nc1cc(S(=O)(=O)N(CC)c2ccccc2)ccc1Cl (configuration not stated)	19	-3.3
9	CCCOC(=O)Nc1cc(OC)c(Cl)cc1OC	28	-1.1
10	CCOc1ccc(NC(=O)N[C@@H](CCSC)C(=O)OC)cc1	4	-1.0
11	Cc1cc(C)c(NC(=O)C2CCCN2CCO)c(C)c1 (configuration not stated)	4	-1.9
12	CN(CC(=O)Nc1ccccc1Br)C(=O)CNC(=O)C1CCCCC1	13	-0.1
13	COc1ccc(C(=O)NCCc2nnc3ccc(SCC(=O)NCc4ccc(F)cc4)nn23)cc1	1	-1.5
14	COc1ccc(O)c(CN2CCC(n3nccc3NC(=O)C3CCCC3)CC2)c1	6	-1.2
15	O=[N+]([O-])c1ccc(-c2csc(NN=C3CCCC3)n2)cc1	18	-0.6

3 entries from above, with each value named.
1	COc1ccc(N2CCN(C(=O)C3CCN(S(=O)(=O)c4ccc(F)cc4)CC3)CC2)cc1
  OX1R FRET antag: 12
  STK33 inh: 1.8
2	Cc1cccc(NC(=O)CSc2nc3c(oc4ccccc43)c(=O)n2-c2ccccc2)c1
  OX1R FRET antag: 17
  STK33 inh: -1.4
3	CCOC(=O)C1=C(C)NC(C)=C(C(=O)OCC)C1c1cccc(C)n1
  OX1R FRET antag: 13
  STK33 inh: -0.7

(continued)
no.	SMILES	OX1R FRET antag	STK33 inh
16	COc1ccc2nc(SCc3cccnc3)c(C#N)cc2c1	31	0.8
17	O=C(Nc1ccccc1)C1CCN(C(=O)c2ccccc2)CC1	6	-0.3
18	Cc1ccc(-c2nnn(CC(=O)N(c3ccc(F)cc3)C(C(=O)NC(C)(C)C)c3ccco3)n2)o1 (configuration not stated)	5	-0.9
19	CCCC(NC(=O)c1ccccc1)c1nc2ccccc2n1Cc1ccc(C(=O)OC)o1 (configuration not stated)	0	0.6
20	CS(=O)(=O)c1ccc(NC(=O)c2cccc(-n3cnnn3)c2)cc1	-6	-0.1
21	Cc1cc(N2CC(C(=O)NCc3cccnc3)CC2=O)ccc1C(C)C (configuration not stated)	2	0.4
22	CN(C)S(=O)(=O)c1ccc(Cl)c(C(=O)NNC(=O)Cc2nc3ccccc3n2C)c1	-1	-0.7
23	O=C(c1cccs1)N1CCN(c2nnc(-c3ccccc3)c3ccccc23)CC1	20	0.5
24	COc1ccc(C(=O)Nc2ccc(S(=O)(=O)N(C)c3ccccc3)cc2)cc1	25	-1.1
25	O=C(COC(=O)CCc1c[nH]c2ccccc12)NCCc1ccccc1	10	-3.0
26	COc1ccc(S(=O)(=O)N2CCN(C(=O)CCC3CCCC3)CC2)cc1	18	0.1
27	CCOC(=O)c1c(C)sc2c1N(C(=O)CN(CC)CC)c1cc(Cl)ccc1S2	14	0.6
28	N#CC(C#N)=c1ccc2c(c1)NC1(CCCCC1)N=2	191*	6.1
29	Cc1cccc(/C=N/NC(=O)c2cccc([N+](=O)[O-])c2)n1	46	0.0
30	CN(C)CCCN1C(=O)c2cccc3cccc(c23)C1=O	56*	0.0
31	CSc1ccccc1C(=O)Nc1cccc(C(C)O)c1 (configuration not stated)	3	-0.9
32	OCc1c[nH]c2ccccc12	15	-2.5
33	COc1ccc(NC(=O)/C(C#N)=C\c2ccc(-c3cc(C(=O)O)ccc3C)o2)cc1	36	2.1
34	Cc1ccc(NC(=O)CN(C)C(=O)COC(=O)c2ccc(Cl)cc2O)cc1	7	-1.2
35	CCOC(=O)Cc1csc(NC(=O)COc2ccc3c(c2)CCC3)n1	30	-1.2
36	COc1ccc(/C=C2\Sc3ccc(C(=O)N4CCOCC4)cc3N(C)C2=O)cc1	3	1.2
37	COc1ccc(C)cc1Nc1n[n+](-c2ccccc2)c(-c2ccc(OC)c(OC)c2OC)s1	11	0.8
38	CC(C)N(C(=O)CO/N=C/c1cccc([N+](=O)[O-])c1)C(C)C	17	-1.8
39	O=C(/C=N\O)NCCCNCc1ccccc1	-3	-1.4
40	CC(C)(C)OC(=O)N1CCC(Cc2cc(-c3ccccc3)no2)(C(=O)O)CC1	27	-0.4
41	O=C(N1CCCCCC1)N1CCN(S(=O)(=O)c2cccc([N+](=O)[O-])c2)CC1	52*	1.1
42	C/C(=N\O)C1(C)N(O)C(C)(C)C(c2ccc(Br)cc2)=[N+]1[O-] (configuration not stated)	15	-6.3
43	CCCCCCn1c(O)c(/C=C2\C=NN=C2c2ccccc2)sc1=S	14	/
44	COC(=O)c1ccc(Cn2cc(C(F)(F)F)cc([N+](=O)[O-])c2=O)cc1	23	-1.7
45	O=C(Nc1ccccc1OC(F)F)c1cc2c(s1)CCC2	13	0.1
46	CCOC(=O)C1CCN(CC(=O)c2c(C)[nH]c3ccccc23)CC1	22	1.7
47	O=C(Cc1csc(-c2ccccc2)n1)NCC(=O)Nc1ccc(F)c(F)c1F	20	-0.1
48	O=C(CCNC(=O)c1ccco1)NCc1ccc(C(=O)O)cc1	6	-1.8
49	Cc1nc2ccccc2n1CC(=O)NCc1ccccc1	4	0.0
50	COC(=O)/C(=C/c1cccnc1)NC(=O)c1ccccc1	-2	-1.4
51	Cc1ccc2c(c1)N(CC(=O)NCCCN1C(C)CCCC1C)C(=O)c1cccnc1O2 (configuration not stated)	5	-2.7
52	CCOc1cccc(N(C(=O)CNC(=O)c2ccco2)C(C(=O)NCC2CCCO2)c2ccccc2)c1 (configuration not stated)	7	-1.1
53	CCN(CC)S(=O)(=O)c1cccc(NC(=O)C(=O)c2c(-c3ccccc3)cc3ccccn23)c1	12	-1.1
54	COc1ccc(C(=O)N/C(=C\c2cccc3ccccc23)C(=O)N2CCN(C)CC2)cc1	3	-0.9
55	COCCC1CCCCN1C(=O)c1cccc(OC2CCN(C3CCCC3)CC2)c1 (configuration not stated)	-1	0.6
56	CC(C)Cn1cnc2c1c(=O)n(CC(=O)N(C)C)c(=O)n2Cc1ccccc1	5	0.3
57	COc1cccc(NC(=O)C2CC(=O)N(C)C(=Nc3cccc(F)c3)S2)c1 (configuration not stated)	14	0.1
58	COc1cc(C(=O)Nc2ccc(S(=O)(=O)N3CCCCC3C)cc2)cc(OC)c1OC (configuration not stated)	16	0.7
59	CCCNC(=O)CSc1nccn1Cc1ccc(OC)cc1	20	-0.3
60	Cc1ccc(OCCNC(=O)C(C)SCC(=O)Nc2ccc(F)cc2)cc1 (configuration not stated)	6	-1.2
61	O=C(O)c1cccc(C(=O)c2cccc3ccccc23)c1	3	-3.8
62	Cc1nc(NC(=O)C2CCCCC2C(=O)O)sc1C (configuration not stated)	16	-1.3
63	C/C(=N\Nc1ccc(C(F)(F)F)cn1)c1ccc(S(=O)(=O)NCc2ccco2)cc1	35	0.1
64	O=C(c1cc2sccc2n1Cc1ccc(F)cc1)N1CCCc2ccccc21	23	-0.6
65	COC(=O)[C@@H]1C[C@@]2(Br)c3ccccc3N(S(=O)(=O)c3ccccc3)[C@H]2N1C(=O)OC	28	0.7
66	O=C(O)CN1C(=O)C2C3CC(C2C1=O)C1C(c2ccc(Cl)cc2)c2sc(=O)[nH]c2SC31 (configuration not stated)	10	-0.8
67	CC1CCN(c2cc(N)c(Cl)cc2[N+](=O)[O-])CC1	34	0.0
68	COc1cc(OC)cc(-c2cc3nc(C)cc(N4CCN(C(=O)c5ccco5)CC4)n3n2)c1	37	-2.2
69	Cc1ccc(N2C(=O)c3ccccc3NC2c2ccccc2O)cc1 (configuration not stated)	-4	-0.8
70	CCCCCCNC(=O)N[C@@H](C(=O)NCCC[C@H]1CN2C(=NC[C@@H]2Cc2ccccc2)N1CCc1cccc(OC)c1)C(C)C	11	0.0
71	Cc1ccc(S(=O)(=O)NC(=O)NCc2ccccn2)cc1	-2	-1.1
72	O=C1C=C(c2cc3ccccc3s2)C[C@@H](c2ccc(Cl)cc2)C1	3	-0.8
73	COc1ccc(S(=O)(=O)N2CCOCC2)cc1NC(=O)c1sccc1C	0	0.5
74	COc1ccccc1CNC(=O)CN1C(=O)NC2(CCCC2)C1=O	3	-0.4
75	CC(=O)COc1c(-c2ccco2)oc2ccccc2c1=O	/	0.4

(more compounds)
no.	SMILES	OX1R FRET antag	STK33 inh
76	Cc1ccc2c(c1)c1c(n2CC(O)CNC2CCCCC2)CCCC1 (configuration not stated)	13	0.1
77	CC(C)CNS(=O)(=O)c1cc2c3c(c1)CCC(=O)N3CCC2	8	0.3
78	Cc1ccc(CSc2nnc(-c3ccccn3)n2C)cc1	7	-0.9
79	COc1ccc(Cl)cc1NC(=S)NNC(=O)CC(C)C	11	-1.0
80	Cc1c(Br)c([N+](=O)[O-])nn1CCCC(=O)Nc1c(C)n(C)n(-c2ccccc2)c1=O	15	-1.0
81	Cc1ccc(NC(=O)C(c2ccccc2)N(C)C)cc1Cl (configuration not stated)	12	-1.7
82	CN(Cc1cn(C)nc1-c1ccccc1F)CC1CCCCO1 (configuration not stated)	16	-1.0
83	C#CCn1c(=NC(=O)c2ccc(S(=O)(=O)N3CCCc4ccccc43)cc2)sc2cc(S(N)(=O)=O)ccc21	61	-1.4
84	O=C(O)c1nccnc1C(=O)Nc1ccc(Cl)cn1	14	-0.2
85	O=C(Nc1ccc(-c2csc(Nc3ccccc3)n2)cc1)c1cccc(C(F)(F)F)c1	15	1.0
86	COc1ccc(NS(=O)(=O)c2cnc[nH]2)cc1	25	2.1
87	C=CCc1ccc(OCCOCCOc2ccc(C)cc2[N+](=O)[O-])c(OC)c1	33	-1.9
88	COc1cc2c(cc1NC(=O)c1cccc([N+](=O)[O-])c1)oc1ccccc12	28	0.6
89	O=S1(=O)CCC(N=Nc2c(O)n(Cc3ccccc3)c3ccccc23)C1 (configuration not stated)	-51	-1.0
90	O=C1CC(c2ccco2)CC(O)=C1C=Nc1ccccc1-c1ccccc1 (configuration not stated)	23	0.6
91	CC(C)C(=O)c1cc2c(cc1NC(=O)c1cccs1)OCCO2	14	0.1
92	COCCN1CC(C(=O)NCc2ccccc2-n2ccnc2C)CCC1=O (configuration not stated)	6	-0.6
93	CCN(CC)C(=O)Oc1nnc(SC(C)C)n1-c1ccc(Cl)c(Cl)c1	8	-1.5
94	O=C1C2C3C=CC(CC3)C2C(=O)N1c1ccccc1F (configuration not stated)	4	-0.9
95	CC1CC(C)CN(C(=O)COC(=O)/C=C/c2ccco2)C1 (configuration not stated)	11	-0.7
96	COc1ccc(OC)c(Nc2ncnc3sc(-c4ccccc4)cc23)c1	23	-0.1
97	CCOC(=O)Cc1ccc(NCc2ccc(Cl)cc2)cc1	15	0.1
98	O=C(NCc1ccccc1C(F)(F)F)C1CCC(=O)N(C2CC2)C1 (configuration not stated)	10	-1.1
99	C=C(C)c1sc(-c2ccc(Cl)cc2)nc1C	13	0.0
100	C#Cc1cccc(C(=O)NC2CCCN(C3Cc4ccccc4C3)C2)c1 (configuration not stated)	-1	-0.7
101	CC1CCC2(CC1)NC(=O)N(CC(=O)c1ccc(Cl)s1)C2=O (configuration not stated)	22	-2.1
102	COc1cccc(/C=N/NC(=O)CNC(=O)c2ccc3c(c2)OCCO3)c1O	4	0.0
103	COc1ccccc1NC(=O)c1ccc(Cl)c(S(=O)(=O)N2CCCCC2)c1	29	-2.1
104	O=C1C2C3C=CC(C3)C2C(=O)N1c1ccc(N2CCN(c3ccccn3)CC2)c([N+](=O)[O-])c1 (configuration not stated)	45	-1.1
105	COc1nn(-c2nc(-c3ccccc3)cc(C(F)(F)F)n2)cc1[N+](=O)[O-]	15	-0.7

Another view of some results above.
Results follow in this order: OX1R FRET antag | STK33 inh
95) CC1CC(C)CN(C(=O)COC(=O)/C=C/c2ccco2)C1 (configuration not stated)
    11 | -0.7
102) COc1cccc(/C=N/NC(=O)CNC(=O)c2ccc3c(c2)OCCO3)c1O
    4 | 0.0
93) CCN(CC)C(=O)Oc1nnc(SC(C)C)n1-c1ccc(Cl)c(Cl)c1
    8 | -1.5
99) C=C(C)c1sc(-c2ccc(Cl)cc2)nc1C
    13 | 0.0
100) C#Cc1cccc(C(=O)NC2CCCN(C3Cc4ccccc4C3)C2)c1 (configuration not stated)
    -1 | -0.7

The list goes on.
no.	SMILES	OX1R FRET antag	STK33 inh
106	Cc1ccc(NC(=O)Cn2cccc2)c(C)c1	14	0.5
107	Cc1sc(NC(=O)C2C3CCC(C3)C2C(=O)O)c(C(N)=O)c1-c1ccc(C(C)(C)C)cc1 (configuration not stated)	19	/
108	CCc1ccc(S(=O)(=O)N2c3ccc(C)cc3C3CN(C)CCC32)cc1 (configuration not stated)	-5	-2.0
109	CC1CC(C)CN(CCCNS(=O)(=O)c2ccc3c(c2)CCN3C(=O)C2CC2)C1 (configuration not stated)	11	0.8
110	CCOC(=O)c1ccc2cccc(C)n2c1=O	30	1.2
111	COc1ccc(OC)c(CCNC(=O)c2ccccc2NC(=O)C2=C(C)OCCS2)c1	19	-2.9
112	COC/C=C/C1=CC2=CC(=O)C(C)(OC(=O)c3cnc4ccccc4n3)C(=O)C2=CN1c1ccc(CO)cc1 (configuration not stated)	21	-0.3
